# Source: PubChem
# HIF act = HIF pathway transcriptional activation; U2OS HRE-luciferase reporter, luminescence; normalized: DMSO 0%, desferrioxamine 100%; actives 0.32% (n = 300,000); activation, % at 7.5 µM (by protocol);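 active means mean activation of at least 10% of the iron chelator positive control signal, with at least half of replicates also reaching 10%; inconclusive means mean and replicate majority disagree about reaching 10%; inactive means mean and most replicates under 10%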
# aSyn 5UTR inh = MLPCN primary screen, SNCA 5' untranslated region; alpha-synuclein 5'UTR reporter, inhibitor activity; inhibition, % (tested at 7.5 µM); actives 0.82% (n = 300,000); AID 1813; in the data active means inhibition above about 60%; inconclusive means no clear call, values can overlap the other calls;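 further: H4 neuroglioblastoma cells stably carrying SNCA 5'UTR luciferase fusion; 0% = DMSO wells and 100% = positive control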
# IEC-6 tox = IEC-6 cytotoxicity, counter-screen for KLF5 inhibitors. luminescence viability. inhibition, % at 5 µM. actives 0.78% (n = 290,000). AID 1825; in the data active means inhibition above about 22%;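 further: 0% = plate median of test compound wells and 100% = cytotoxic reference compound wells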
# AI-2 QS mod = modulates the Vibrio harveyi AI-2 quorum sensing system; Vibrio harveyi JMH597 AI-2 luminescence/OD600 ratio, 9 h; active compounds read low; strain lacks LuxN and CqsS sensors; 0 = neutral-control median; activity change, % at 7.5 µM; actives 0.4% (n = 300,000); AID 2094; in the data active means activity change below about -75%, passing the limit was not always enough; inconclusive means no clear call, values can overlap the other calls;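 further: luminescence divided by OD600 gain over 9 h not by final OD600 alone; inactives centre near 13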
# SKKanGAS inh = blocks kanamycin growth of S. pyogenes SKKanGAS strain | BacTiter-Glo, 6 h | inhibition, % at 7.5 µM | actives 1.3% (n = 300,000);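 active means mean replicate score, as percent of positive control median, at least 50; inconclusive means mean below 50 but one replicate at or above 50; inactive means mean and every replicate below 50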;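 further: strain carries kanamycin resistance gene driven by streptokinase promoter and grows in 40 µg/ml kanamycin; loss of luminescence reflects streptokinase promoter inhibition or plain growth inhibition; 0% = median of DMSO wells and 100% = positive control at its reference dose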
# HSP90 refold inh = HSP90 refolding inhibition in rabbit reticulocyte lysate | luciferase refolding luminescence, 3 h | inhibition, % at 5.6 µM | actives 0.91% (n = 290,000);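 active means inhibition above the screen-wide mean plus 3 SD, computed separately per campaign, cut at about 16% in these data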;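 further: 0% = DMSO wells and 100% = 60 µM geldanamycin wells; inhibitors lower the luminescence because luciferase stays unfolded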
# KLF5 inhibitor = inhibitors of KLF5 expression; actives 0.23% (n = 290,000); inhibition, % at 5 µM; DLD-1 KLF5 promoter-luciferase reporter, luminescence;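 active means inhibition above a per-plate limit of that plate's mean compound inhibition plus 3 SD, cut at about 60% in these data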;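 further: 0% = DMSO wells and 100% = LY294002 at 200 µM; higher means less KLF5 promoter-driven luciferase light; inactives centre near -14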
# HSF1 activator = increases HSF-1 driven luciferase reporter signal; NIH3T3-HGL HSF-1 luciferase reporter, MG132, 8 h; 100% = twice DMSO control signal; activation, % at 9 µM; actives 1.7% (n = 300,000); AID 504408;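 active means mean replicate activation of at least 50% with a set share of replicates each reaching 50%; inconclusive means only one of those two conditions met; inactive means mean below 50% and too few replicates reaching it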;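 further: 0% = median of the neutral control wells and 100% = twice that signal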
# HSF1 inhib = HSF1 inhibition. NIH3T3-HGL HSE-luciferase, MG132-induced, luminescence 8 h; active compounds read low. activity change, negative = inhibition, % at 7.5 µM (by protocol). actives 0.77% (n = 300,000). AID 2098;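 active means more than half of replicate wells show activity change below -50%, luminescence cut by over half; inconclusive means some wells, but at most half, below -50%; inactive means no replicate well below -50%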;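 further: luciferase reports HSF-1 transcriptional activity via heat shock element; 0% = median of DMSO wells and -100% = zero luminescence signal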
# Platelet DG rel = platelet dense granule release activity; human platelet-rich plasma, SFLLRN dense granule ATP release, luminescence; inhibition, %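 (compounds screened at 7.5 µM in platelet-rich plasma)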; actives 0.22% (n = 300,000);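 active means mean replicate score, as percent of positive control, at or above 50; inconclusive means mean below 50 but at least one replicate at or above 50; inactive means mean and every replicate below 50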
# Active calls of the source: *; ? = inconclusive; / = no result given.
SMILES,HIF act,aSyn 5UTR inh,IEC-6 tox,AI-2 QS mod,SKKanGAS inh,HSP90 refold inh,KLF5 inhibitor,HSF1 activator,HSF1 inhib,Platelet DG rel
CCOC(=O)C1CCCN(C(=O)c2cc3c(=O)n(C)c4ccccc4c3n2C)C1 (stereo unspecified),0.2,-39,2,9,-8,-3,-33,-1,-2,2
COc1cc(OC)c(NC(=O)CCCNC(=O)Cn2cnc3sc(C)c(C)c3c2=O)cc1Cl,-28,-9,-2,34,0,-3,-4,11,8,-2
COc1ccc(N(C)S(=O)(=O)c2cccc(C(=O)OC(C)C(=O)NC3CCCCC3C)c2)cc1 (stereo unspecified),-0.5,8,/,24,3,/,/,3,1,2
O=C1OC(C(=O)O)Cc2ccccc21 (stereo unspecified),-0.1,-15,0,3,-3,-3,-2,0,-2,1
CC1CN(C(=O)Cn2c(=O)oc3ccccc32)CC(C)O1 (stereo unspecified),0.3,14,0,19,-1,2,-22,5,7,1
Fc1ccc(C2CC(c3ccco3)n3ncnc3N2)cc1 (stereo unspecified),0.1,-21,4,19,-3,2,-10,2,-3,-1
COCCSc1ccccc1C(=O)N1CCc2ccccc21,-2.7,31,6,9,-3,0,-16,7,3,-3
Cc1ccc(NC(=O)COc2cccc3ccc(C)nc23)c(Br)c1,/,-30,1,13,-8,-1,-1,13,-3,-8
O=C(CN1C(=O)CC(c2ccco2)Sc2ccccc21)Nc1ccccc1F (stereo unspecified),-0.1,-3,-2,9,2,8,0,3,6,-11
CC(C)(C)NC(=O)COC(=O)CNC(=O)c1cc(Cl)cc([N+](=O)[O-])c1,-0.3,1,-4,28,5,3,2,11,0,-6
Cc1c(N=Cc2cc(Br)cc(Br)c2O)cccc1C(=O)O,-0.5,6,-13,40,10,3,1,-5,-8,-3
COc1ccc(CN2CCNC(=O)C2CC(=O)NCc2csc(C)n2)c(F)c1 (stereo unspecified),0.5,-2,3,5,-4,4,-10,-25,-9,-8
c1ccc(OCCSc2ncnc3nc[nH]c23)cc1,0.8,-35,3,-7,9,2,-25,-4,-1,0
COc1ccc(CCOC(=O)c2ccc(NC(=O)CC#N)cc2)cc1,-0.1,-8,-2,32,29,-3,-2,-11,1,-7
Cc1cc(C)cc(NC(=S)N2CCC(NC(=O)c3ccco3)CC2)c1,-1.3,2,-1,/,-7,-3,-22,21,0,0
COC(=O)C1=C(N)OC2=C(C(=O)CCC2)C1c1ccccc1OC (stereo unspecified),-0.2,-5,8,-9,-6,11,-13,-20,-2,1
COc1ccc(N(C(=O)c2cnccn2)C(C(=O)NC2CCCCC2)c2ccc(Cl)cc2)cc1 (stereo unspecified),-1.1,5,5,13,0,6,-17,-6,0,6
COC(=O)Cc1c(OC)ccn(CCc2c[nH]c3ccccc23)c1=O,4.7,-149,1,5,-3,5,-92,40,1,1
COCCNC(=S)N(CCCN(C)C)Cc1cc2cc3c(cc2[nH]c1=O)OCCO3,0.0,1,-4,14,-2,-3,-24,?,8,9
NC(=O)CSc1nnnn1-c1ccc(OC(F)(F)F)cc1,0.2,25,8,16,0,0,-1,-4,-5,2
COc1ccccc1NC(=O)c1oc2ccccc2c1NC(=O)C1CC1,-0.2,25,-4,30,-2,-2,4,16,10,-8
O=C(Nc1ccc2nc(-c3cccnc3)[nH]c2c1)C1CCCCC1,0.7,-72,6,20,-2,0,-57,6,4,-1
C=CCn1c(COc2ccc(OC)cc2)nnc1SCn1nnc2ccccc2c1=O,0.5,-36,-9,18,2,2,-23,11,-9,-1
CCOC(=O)c1cnn(-c2ccccc2)c1NC(=O)CN1CCOCC1,-0.2,-17,-1,9,-2,2,3,12,3,-12
Cn1c(-c2ccc3c(c2)OCO3)cnc1NCc1ccccc1Cl,2.9,-95,3,-4,9,1,-38,38,23,4

# Carrying on.
SMILES,HIF act,aSyn 5UTR inh,IEC-6 tox,AI-2 QS mod,SKKanGAS inh,HSP90 refold inh,KLF5 inhibitor,HSF1 activator,HSF1 inhib,Platelet DG rel
COc1ccc(CN=C2NC(=O)CC(C(=O)Nc3ccc(F)cc3)S2)cc1 (stereo unspecified),0.3,16,1,10,-7,2,-2,9,0,35
Cc1nc2ccc(CN(C)c3ccc(C(=O)N[C@@H](CCC(=O)O)C(=O)O)s3)cc2c(=O)[nH]1,0.6,103*,/,13,-1,/,/,-20,0,4
COc1ccccc1CNC(=O)Cn1cccc1C(=O)c1ccccc1C,1.0,-47,5,0,-20,1,-41,19,10,-8
Cc1ccc(-c2nc3[nH]c(=O)cc(NC(=O)C(C)C)n3n2)cc1,-0.3,-1,-2,10,4,2,-12,-4,-8,0
Cc1cc(C)cc(CC2CC(=O)N(c3ccc([N+](=O)[O-])cc3)C2=O)c1 (stereo unspecified),-1.3,14,-3,20,2,-1,-34,-3,1,10
O=C(Nc1ccccc1)N1C(=O)C2(OCCO2)c2ccccc21,-31,-2,3,13,6,0,25,10,-1,9
CCN(CC(=O)Nc1c(F)cccc1F)C(=O)CCCc1nc2ccccc2c(=O)[nH]1,-0.4,8,/,/,-17,/,/,-1,1,-9
Cc1cc(Cl)ccc1NC(=S)NCc1ccc(Cl)cc1,-1.3,12,0,-2,21,-1,-2,46,10,/
Cc1ccccc1NCC(=O)N/N=C/c1ccc([N+](=O)[O-])cc1,-1.1,15,10,0,1,0,-78,-4,10,-1
Fc1ccc(Nc2ncnc3sccc23)cc1,0.9,-21,8,9,2,-1,-31,-14,-2,-1
COc1ccc(CCN(C(=O)C(F)(F)F)C(C(=O)NC2CCCCC2)c2ccc(C)s2)cc1OC (stereo unspecified),-0.1,33,6,12,-3,1,34,1,-3,-2
Cc1sc2nc(CN3CCCC3)nc(N3CCC(C(N)=O)CC3)c2c1C,-0.5,-17,4,-6,7,-3,-33,11,-1,-5
CS(=O)(=O)N(CC(=O)Nc1ccc(Br)cc1F)C1CCCCC1,-4.7,-15,-3,15,-6,0,-10,49,0,0
Nc1cc(N)nc(SCC(=O)NCC2CCCO2)n1 (stereo unspecified),-0.5,14,-4,15,12,-3,-2,5,1,-1
CN(C)c1ccc(S(=O)(=O)NCC(=O)N2CCN(c3ccccc3)CC2)cc1[N+](=O)[O-],0.4,-2,/,11,-3,/,/,-4,1,2
CCOC(=O)c1sc(C)c2c1NC(c1ccc(Cl)cc1)NC2=O (stereo unspecified),-0.2,-12,-1,19,7,0,-40,12,7,-40
COc1ccc(-c2nnc(SCC(=O)O)n2C)cc1OC,-0.6,11,3,-1,5,1,-8,9,-3,-1
Cc1cc(C)c2c(CC(=O)O)c(C)[nH]c2c1,-0.2,-36,5,28,1,4,-20,4,-7,0
CC(=O)c1ccc(S(=O)(=O)N(C)CC(=O)NCC2CCCCC2)cc1,1.8,-36,-3,22,0,-2,-54,5,-5,-3
C#CCNC(=O)C1=C[C@H](c2ccc3c(c2)OCO3)C[C@H](OCCCCO)O1,1.1,-18,/,21,5,/,/,-16,-1,-2
Fc1ccccc1NC(=S)NN(Cc1ccccc1)c1ccccc1,0.8,10,2,18,-1,0,-33,35,33,-12
Clc1ccc(Cn2ncc3c(N4CCCC4)ncnc32)cc1,0.5,7,2,-2,-2,2,-20,-21,-7,2
CCOC(=O)c1ccccc1NC(=O)c1cn(CC)c2nc(C)ccc2c1=O,0.0,25,/,14,-3,/,/,-18,-5,-2
COc1cccc(C(=O)COc2ccccc2N2C(=O)C3C4C=CC(C4)C3C2=O)c1 (stereo unspecified),0.8,0,1,7,-4,-4,-21,-1,5,2
CC1=C(Nc2ccc(C(=O)O)cc2)C(=O)c2ccccc2C1=O,-18,21,12,?,19,15,-9,24,11,3

# 3 structures already listed, sorted by formula weight, rising:
SMILES,HIF act,aSyn 5UTR inh,IEC-6 tox,AI-2 QS mod,SKKanGAS inh,HSP90 refold inh,KLF5 inhibitor,HSF1 activator,HSF1 inhib,Platelet DG rel
Cc1cc(C)c2c(CC(=O)O)c(C)[nH]c2c1,-0.2,-36,5,28,1,4,-20,4,-7,0
Fc1ccc(C2CC(c3ccco3)n3ncnc3N2)cc1 (stereo unspecified),0.1,-21,4,19,-3,2,-10,2,-3,-1
COc1ccc(CCN(C(=O)C(F)(F)F)C(C(=O)NC2CCCCC2)c2ccc(C)s2)cc1OC (stereo unspecified),-0.1,33,6,12,-3,1,34,1,-3,-2

# Record cards, from the list above. Order of values: HIF act | aSyn 5UTR inh | IEC-6 tox | AI-2 QS mod | SKKanGAS inh | HSP90 refold inh | KLF5 inhibitor | HSF1 activator | HSF1 inhib | Platelet DG rel
# CCN(CC(=O)Nc1c(F)cccc1F)C(=O)CCCc1nc2ccccc2c(=O)[nH]1 is entered as -0.4 | 8 | / | / | -17 | / | / | -1 | 1 | -9
# COc1cccc(C(=O)COc2ccccc2N2C(=O)C3C4C=CC(C4)C3C2=O)c1 (stereo unspecified) is entered as 0.8 | 0 | 1 | 7 | -4 | -4 | -21 | -1 | 5 | 2
# Cc1ccc(-c2nc3[nH]c(=O)cc(NC(=O)C(C)C)n3n2)cc1 is entered as -0.3 | -1 | -2 | 10 | 4 | 2 | -12 | -4 | -8 | 0
# COc1ccc(CN=C2NC(=O)CC(C(=O)Nc3ccc(F)cc3)S2)cc1 (stereo unspecified) is entered as 0.3 | 16 | 1 | 10 | -7 | 2 | -2 | 9 | 0 | 35
# CCOC(=O)c1sc(C)c2c1NC(c1ccc(Cl)cc1)NC2=O (stereo unspecified) is entered as -0.2 | -12 | -1 | 19 | 7 | 0 | -40 | 12 | 7 | -40

# The results go on.
SMILES,HIF act,aSyn 5UTR inh,IEC-6 tox,AI-2 QS mod,SKKanGAS inh,HSP90 refold inh,KLF5 inhibitor,HSF1 activator,HSF1 inhib,Platelet DG rel
O=C(c1ccc(Cl)cc1)N1CCN(c2ccc(F)cc2)CC1,/,-17,-7,28,4,-4,-26,8,9,-2
CCC(=O)c1ccc(OCC(=O)N(Cc2nnc(-c3ccccc3Cl)o2)C2CC2)cc1,-0.1,-2,/,14,1,/,/,0,5,-13
Cc1noc(C)c1S(=O)(=O)NCC(=O)O,0.1,1,-5,20,-2,-2,-41,-4,-3,-7
CSC1=NCCN1C(=O)c1cccc(C(F)(F)F)c1,-0.4,5,7,18,-1,-1,-6,-1,-8,3
CNC(=O)c1c(NC(=O)CCS(=O)(=O)c2ccc(Cl)cc2)sc2c1CCN(C(=O)OC)C2,-0.3,4,/,28,-8,/,/,4,0,9
CCOc1ccc(NC(=S)N(CCN2CCOCC2)Cc2cc3cc4c(cc3[nH]c2=O)OCCO4)cc1,-0.3,-9,2,31,-4,6,-16,4,-12,3
Cc1nc(N2CCN(S(=O)(=O)c3ccc(Br)cc3)CC2)c2c(C)c(C)sc2n1,-1.0,7,-4,5,4,2,-14,2,10,-23
CC(=O)OC1CCC2(C)C(COc3ccc4ccc(=O)oc4c3)C(C)(O)CCC2C1(C)C (stereo unspecified),-0.6,-1,-1,17,5,-1,-17,16,6,-2
CCOC(=O)C1=C(COC(=O)CCOc2ccc(C)cc2)NC(=O)NC1C (stereo unspecified),0.2,-28,/,-27,-12,/,/,1,6,7
